SR-BI uptake up – SR-BI HDL lipid transfer activation. CHO ldlA[mSR-BI] cells, DiI-HDL uptake fluorescence, 3 h; 100 = double the neutral-control signal. activation, % at 12.5 µM. 0.096% of 320,000 active. AID 504775;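 active means mean replicate activation of at least 60% and every replicate at or above 60%; inconclusive means mean or all-replicate condition met, but not both; inactive means mean below 60% and not all replicates reaching 60%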;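 further: 0% = median plate neutral-control signal and 100% = twice that signal; values of inactives mirror those of a sister screen read the other way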
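Assay system: LDL receptor-deficient CHO ldlA cells overexpressing murine SR-BI / Medium: BSA-supplemented, HEPES-buffered Ham's F12, pH 7.4 / Probe or stimulus: DiI-labelled HDL at 10 µg/mL final / Timing: compound with DiI-HDL co-incubation, 3 h at 37 °C / Technique: bottom-read cell fluorescence after medium removal, ex 550/em 595 nm / Measure: HDL uptake via cellular fluorescence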
CAL PDZ FP-1 – human CAL PDZ-peptide interaction inhibition | Q9HD26 | purified CAL PDZ, TMR-peptide fluorescence polarization, 1 h | inhibition, % at 20 µM | 0.02% of 330,000 active | AID 504414;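 active means highest replicate inhibition of at least 40%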;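 further: plate controls were DMSO neutral control wells for no effect and unlabeled competitor peptide control wells for full effect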
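Read-out basis: mP drop reported as inhibition | Assay system: Tagged CAL PDZ protein CerCALP, purified | Benchmarks: Unlabelled peptide for full inhibition, DMSO wells as neutral | Schedule: 1 h incubation at room temperature before polarization reading | Buffer or medium: Sodium phosphate/NaCl buffer pH 7.4 with TCEP, IgG, Thesit | Doses: Single point, 20 µM | Measured by: Fluorescence polarization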
NSD2 inh – blocks human histone methyltransferase NSD2; O96028; NSD2 peptide methylation, AlphaScreen, 120 min; inhibition, % at 12.5 µM; 0.54% of 310,000 active; AID 743445; in the data active means inhibition above about 50%
CAL PDZ FP-2 – blocks peptide binding to the human CAL PDZ domain; 0.92% of 300,000 active; purified CAL PDZ, TMR-peptide fluorescence polarization, 1 h; AID 602252; inhibition, % at 24.9 µM;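 active means mean inhibition of at least 30% with at least half of replicates also reaching 30%; inconclusive means no clear call, values can overlap the other calls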;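 further: 0% = DMSO neutral control and 100% = excess unlabeled competitor peptide PRC23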
SR-BI HDL uptake – inhibitors of mouse SR-BI mediated HDL lipid uptake; ldlA[mSR-BI] CHO cells, DiI-HDL uptake fluorescence, 3 h; inhibition, % at 12.5 µM; 0.96% of 320,000 active; AID 488896;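 active means mean replicate inhibition of at least 70% and a set share of replicates each scoring 70 or more; inconclusive means meets just one of the two criteria; inactive means fails both criteria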;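 further: 0% = median of neutral control wells and 100% = median of positive control wells; values of inactives mirror those of a sister screen read the other way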
Target sequence (Q61009 whole entry, looked up): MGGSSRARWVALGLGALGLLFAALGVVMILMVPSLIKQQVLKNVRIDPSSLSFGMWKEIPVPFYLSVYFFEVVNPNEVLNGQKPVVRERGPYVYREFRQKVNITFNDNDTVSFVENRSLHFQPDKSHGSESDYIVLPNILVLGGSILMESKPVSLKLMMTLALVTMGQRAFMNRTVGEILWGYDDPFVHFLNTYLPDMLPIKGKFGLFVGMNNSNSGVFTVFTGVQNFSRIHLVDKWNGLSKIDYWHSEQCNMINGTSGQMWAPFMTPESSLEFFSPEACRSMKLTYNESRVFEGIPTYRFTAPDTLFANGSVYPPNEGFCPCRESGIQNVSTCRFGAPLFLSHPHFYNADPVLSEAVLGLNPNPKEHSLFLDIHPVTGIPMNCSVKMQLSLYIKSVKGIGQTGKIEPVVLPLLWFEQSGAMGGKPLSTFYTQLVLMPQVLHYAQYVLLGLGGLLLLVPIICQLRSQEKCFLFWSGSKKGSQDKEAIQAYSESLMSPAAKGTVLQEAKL
MITF act – activators of MITF-driven TRPM1 promoter activity in SK-MEL-5 cells | SK-MEL-5 TRPM1-promoter luciferase, 24 h; % of positive control, neutral wells = 0 | activation, % at 12.5 µM | 0.75% of 300,000 active;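 active means mean activation of at least 80% with every replicate also reaching 80%; inconclusive means mean reaches 80% but some replicate falls short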;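 further: 0% = neutral control wells and 100% = parthenolide positive control wells; values of inactives mirror those of a sister screen read the other way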
PvdQ acylase – blocks Pseudomonas aeruginosa PvdQ acylase activity; purified PvdQ acylase, fluorescence plate reader; inhibition, % at 10 µM; 0.063% of 340,000 active; in the data active means inhibition above about 30%, passing the limit was not always enough; inconclusive means no clear call, values can overlap the other calls;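 further: 0% = vehicle neutral wells and 100% = reference inhibitor wells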
Rtt109 Vps75 – C. albicans Rtt109 histone acetyltransferase inhibition | Q5AAJ8 | purified Rtt109/Vps75, ThioGlo CoA-SH fluorescence, 4 h | inhibition, % at 34.9 µM | 0.16% of 330,000 active;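 active means inhibition of at least 50% in every replicate; inconclusive means best replicate reaches 50% inhibition but some replicates fall short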
dFosB activator – mouse delta FosB homodimer activation; P13346; purified delta FosB, TAMRA-CDK5 oligo fluorescence polarization; percent of positive-control signal above neutral wells; activation, % at 25 µM; 0.99% of 340,000 active;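 active means mean activation above about 17%, with every replicate also reaching it, limit read from the data, passing the limit was not always enough; inconclusive means only one of the two conditions met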;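 further: fluorescence polarization rise as delta FosB binds a TAMRA Cdk5 AP-1 oligo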
Target sequence (P13346 whole entry, looked up): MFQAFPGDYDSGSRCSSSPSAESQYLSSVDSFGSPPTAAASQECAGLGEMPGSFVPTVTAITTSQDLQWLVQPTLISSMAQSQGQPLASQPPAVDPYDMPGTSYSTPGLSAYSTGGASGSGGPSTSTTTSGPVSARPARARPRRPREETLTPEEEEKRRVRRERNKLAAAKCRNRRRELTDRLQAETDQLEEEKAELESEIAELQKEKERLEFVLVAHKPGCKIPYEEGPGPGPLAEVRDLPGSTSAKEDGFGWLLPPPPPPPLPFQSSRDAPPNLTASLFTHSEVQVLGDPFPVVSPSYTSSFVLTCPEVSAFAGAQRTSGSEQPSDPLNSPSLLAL
PfHsp90 set2 – inhibits growth of yeast expressing Plasmodium falciparum Hsp90; S. cerevisiae expressing PfHsp90, BacTiter-Glo ATP, 48 h; yeast lacking PDR1 and PDR3 efflux regulators; inhibition, % at 9.4 µM; 0.32% of 310,000 active; AID 504621;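 active means every replicate shows inhibition above about 80%, whatever the replicate mean, limit read from the data; inconclusive means mean inhibition reaches the set limit but some replicate falls short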;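 further: 0% = DMSO neutral controls and 100% = 20 µM radicicol positive controls; yeast relying on Plasmodium falciparum Hsp90 in place of its own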
The depositor's hits bear a star; ? = inconclusive; · = no result given.

molecule,CAL PDZ FP-1,NSD2 inh,PvdQ acylase,dFosB activator,PfHsp90 set2,Rtt109 Vps75,MITF act,SR-BI HDL uptake,SR-BI uptake up,CAL PDZ FP-2
CCC1CO/C(=C(\C(=C(Cl)Cl)N2CCOCC2)[N+](=O)[O-])N1 (configuration not stated),-0.1,1,4,-2,2,1,7,-20,20,-4
Cc1c(C(C)C)c(=O)n(-c2ccc(S(=O)(=O)NC(C)C)cc2)n1C,-1.6,-2,-8,4,-9,1,-13,45,-45,-1
COc1ccc(OC)c(N(CC(=O)NCCc2ccc(OC)c(OC)c2)S(=O)(=O)c2ccccc2)c1,-2.6,-4,-15,-6,-8,8,-3,·,·,-4
Cc1cccc(OCC(=O)Nc2nc3ccc([N+](=O)[O-])cc3s2)c1,-0.3,16,-21,11,-28,1,4,-19,19,-4
Cc1cccc(-n2ncc3c(NC4CCCCC4)ncnc32)c1,-1.3,·,-13,-6,26,8,·,11,-11,·
COc1ccccc1-n1c(SCC(=O)NC2CCS(=O)(=O)C2)nc2cc([N+](=O)[O-])ccc21 (configuration not stated),0.3,0,-6,0,-23,-24,-13,19,-19,8
CCCCN1CC(COCc2ccccc2)Oc2cccc(Oc3ccc(OC)cc3)c2S1(=O)=O (configuration not stated),-0.6,·,5,-14,2,7,6,38,-38,-3
COc1ccc(C2CC(c3ccc(C)cc3)Nc3ncnn32)cc1 (configuration not stated),-0.6,·,-5,-3,-3,-11,21,-9,9,1
CC(Sc1nnc(-c2ccc(Cl)cc2Cl)n1Cc1ccccc1)C(=O)Nc1nccs1 (configuration not stated),-2.7,-3,-5,-18,38,4,-1,-33,33,1
COc1ccc(S(=O)(=O)N2CCN(CC(=O)N3CCc4ccccc4C3)CC2)cc1OC,-0.9,0,-12,-14,·,6,-8,-26,26,12
CCN(Cc1nc2ccccc2c(=O)[nH]1)Cc1nc2ccsc2c(=O)[nH]1,-4.2,-15,-1,-7,-34,6,3,-6,6,-8
Cc1ccc2oc(=O)c3cnn(CC(=O)N(CCC(C)C)Cc4ccco4)c3c2c1,-0.6,·,-14,4,-23,-7,·,45,-45,·
OC1CCCN(Cc2ccc3c(c2)Cc2ccccc2-3)C1 (configuration not stated),-0.5,0,-18,4,-6,-1,40,6,-6,-7
CCCN(CCC)S(=O)(=O)c1ccc(NC(=O)Cc2cccs2)cc1,-3.1,0,-6,-18,7,?,0,28,-28,·
O=C1c2cccnc2C(=O)N1Cc1ccc(S(=O)(=O)N2CCOc3ccccc32)cc1,-1.4,-3,-6,-3,-9,1,-7,0,0,-4
CC(=O)Nc1ccc(N2CCCCC2)c(C(=O)Nc2cccc(C)c2)c1,-2.3,0,-17,-8,-12,7,·,·,·,-3
COc1ccc(-c2n[nH]c(=S)o2)c(OC)c1,-0.4,·,-9,-13,-30,0,7,3,-3,1
Nn1c(SCc2ccc(Br)cc2)nnc1-c1cccnc1,-0.7,-1,11,-7,13,1,·,-16,16,-6
O=C(CSc1nnc(-c2ccncc2)o1)Nc1cccc(Cl)c1,-1.8,-2,-2,-8,8,4,62,12,-12,-3
CC1=C(C/C=C(\C)CCCC(C)CCCC(C)CCCC(C)C)C(=O)c2ccccc2C1=O (configuration not stated),-0.2,·,-1,-1,-15,0,-9,20,-20,1
Nc1ccccc1C#Cc1ccc([N+](=O)[O-])cc1,0.3,1,6,-7,-11,13,75,8,-8,-5
C/C=C/C=N/NC(=O)CN(c1ccc(Br)cc1)S(=O)(=O)c1ccccc1,-3.2,-5,-5,1,-7,2,3,21,-21,0
CCOC(=O)N(O)c1ccc(C=Cc2ccccc2)cc1,0.1,·,-18,-14,-3,0,58,27,-27,3
CCOC(CNc1ncnc2c1cnn2C)OCC,0.2,·,-6,5,·,4,-3,·,·,-1
O=C(CCNS(=O)(=O)c1ccccc1)N1CCN(C(c2ccccc2)c2ccccc2)CC1,-1.8,-4,-6,-6,4,17,-10,-10,10,-3
Cc1ccc(-n2nnnc2-c2cccc(C)c2)cc1,-0.4,-5,-17,-14,-13,3,2,-24,24,-2
CCN(c1ccccc1)S(=O)(=O)c1ccc(C(=O)NCCCN2CCOCC2)cc1,-0.7,-1,4,-11,-4,4,-6,-18,18,-7
O=C(Cn1cnc2c(nnn2Cc2ccc(Cl)cc2)c1=O)NCC1CCCO1 (configuration not stated),-0.8,0,-15,1,·,-2,-12,-1,1,·
Cc1cc(-c2cc(-c3ccc(Cl)cc3)nc(N)c2C#N)co1,0.0,·,-20,-13,122*,-24,-5,37,-37,·
COc1cc(/C=N/N2CCCCC2)cc([N+](=O)[O-])c1O,0.0,6,2,-9,9,-7,-15,-30,30,-5
O=[N+]([O-])c1cc(Cc2ccccc2)cc(C=Nc2ccc(N3CCOCC3)cc2)c1O,-5.3,1,-4,-3,106*,-5,3,-16,16,-4
CCOc1cccc(C(=O)Nc2nc(-c3ccc(S(=O)(=O)N4CCOCC4)cc3)cs2)c1,·,-1,-8,9,3,1,-20,79*,-79,2
CS(=O)(=O)c1ccc(N)c(SSc2cc(S(C)(=O)=O)ccc2N)c1,0.3,·,-4,-3,-3,182*,-2,4,-4,1
COc1ccc(CN(CC(=O)NC2CCCCC2)C(=O)CCC(=O)Nc2nccs2)cc1,-1.2,·,-5,-4,7,3,3,-3,3,-2
CCCNC(=S)Nc1ccc(F)cc1F,-1.3,4,2,-1,-13,1,·,-10,10,-3
Cc1cccc(NC(=O)Nc2ccccc2[N+](=O)[O-])n1,0.4,0,-5,-1,1,-4,-2,-8,8,3
CC(=O)C1=C(O)C(=O)N(c2cc(C(C)(C)C)on2)C1c1ccc(C(C)C)cc1 (configuration not stated),-0.9,·,-16,-7,-90,11,·,-17,17,-4
COc1ccccc1-c1cn[nH]c1-c1ccc(OCc2ccc(F)cc2)cc1O,0.2,-4,-15,-6,-3,8,2,34,-34,-5
CCOC(=O)Nc1ccc2c(c1)N(C(=O)N(CC)CC)c1ccccc1CC2,-1.1,-1,-7,-11,2,3,-5,-2,2,21
Cc1ccccc1C(=O)N=c1ccn(-c2nc3ccccc3nc2NS(=O)(=O)c2ccc(F)cc2)cc1,-4.5,-1,-4,-8,-33,-113,-10,28,-28,1
O=C(CSc1ncn(-c2ccccc2)n1)Nc1nc(-c2ccccc2)cs1,-0.8,0,-8,-1,·,-8,5,6,-6,-4
Cc1ccc(NC(=O)CSc2ccccc2)cc1S(=O)(=O)N1CCCCC1,-0.3,-4,4,-10,-17,7,-1,23,-23,-6
C[C@@H](C(O)c1ccccc1)N(C)C(=O)CCc1ccccc1 (some centres not stated),-0.2,·,-8,0,8,-3,14,-11,11,-1
COc1ccccc1NC(=O)CCN1CC(C)OC(C)C1 (configuration not stated),-0.4,0,-7,0,11,5,7,8,-8,0
CCOC(=O)C1(CCCc2ccccc2)CCN(C(=O)COC)CC1,-1.0,3,-13,-2,-56,-5,7,0,0,-4
Cc1ccc(S(=O)(=O)/N=C(\Sc2ccccc2)c2ccccc2)cc1,0.0,2,-12,-5,20,7,-43,-24,24,0
O=C(Nc1nc(COc2ccccc2)cs1)C12CC3CC(CC(C3)C1)C2,1.5,4,-16,1,20,-2,42,18,-18,·
COc1cc(/C=N\NC(=O)c2ccc(Cl)cc2)ccc1Oc1ccc([N+](=O)[O-])cn1,-3.6,0,-8,-4,3,7,-7,79*,-79,6
CCOC(=O)Cn1nnnc1CN(Cc1cccs1)Cc1cc2cc(C)ccc2[nH]c1=O,-1.9,-3,-14,-24,10,2,1,7,-7,-4
CC1(C)CC(=O)C2=C(C1)NC(=O)NC2c1ccc(Cl)cc1 (configuration not stated),-2.1,0,-7,-2,8,3,·,·,·,-3
CC(C)COC(=O)NCCCOC(=O)Nc1ccccc1,-0.8,-9,-2,-2,2,14,8,-2,2,-2
Cc1ccc(S(=O)(=O)N(C)CC(=O)Nc2ccc3c(c2)OCO3)cc1,-0.8,1,-2,-5,4,43,-17,·,·,3
Cc1cc(NS(=O)(=O)c2ccc(NC(=O)COc3c(C)cc(Br)cc3C)cc2)no1,-3.0,-4,-11,-5,39,7,-3,-4,4,-3
Cc1ccc(/C(O)=C2\C(=O)C(=O)N(C)C2c2ccc([N+](=O)[O-])cc2)cc1 (configuration not stated),-0.3,-4,-8,-3,9,-1,·,-19,19,-4
COc1ccc(CCNC(=O)CSc2nc(O)c(C(C)C)c(=O)[nH]2)cc1OC,-1.0,11,-13,-5,-5,3,4,-19,19,0
Cc1ccc(C(=O)NC(=S)NNS(=O)(=O)c2ccccc2)cc1,-0.5,0,12,1,5,7,9,7,-7,2
COc1ccc(-n2cnnc2SCc2csc(-c3ccccc3)n2)cc1,-1.3,3,-10,-5,·,-1,-10,10,-10,·
CN1CCC(OC(=O)c2ccc(Br)cc2)CC1,-0.9,5,-11,4,-9,18,-2,-17,17,1
Cc1ccc(N=Cc2ccccc2O)cc1Cl,0.1,-1,-13,1,·,5,3,15,-15,-4
C=CCCN([C@@H](C)C(=O)OC)S(=O)(=O)c1ccccc1Br,1.2,·,2,2,2,10,11,-18,18,-4

(listing goes on)
molecule,CAL PDZ FP-1,NSD2 inh,PvdQ acylase,dFosB activator,PfHsp90 set2,Rtt109 Vps75,MITF act,SR-BI HDL uptake,SR-BI uptake up,CAL PDZ FP-2
CN1CCC(Oc2ccc(Sc3ccccc3)cc2)CC1,-0.4,18,-12,4,-8,-4,68,-31,31,0
O=c1[nH]c(/C(Cl)=C/c2cccc(F)c2)nc2cc(C(F)(F)F)ccc12,-1.3,-6,3,5,27,5,52,-4,4,-3
Clc1ccccc1CNc1nc2ccccc2n2cnnc12,-1.4,32,-1,-3,-38,-2,-3,5,-5,-2
O=C(NCc1ccccc1C(F)(F)F)C1CCC(=O)N(CCCc2ccccc2)C1 (configuration not stated),-1.4,-2,-8,-4,·,-2,1,4,-4,0
CCc1ccccc1OCCCOc1ccc(OC)cc1,-0.2,·,-13,6,3,-9,3,-14,14,2
COc1ccc(-c2[nH]ncc2/C=N\NC(=O)c2cccs2)cc1OC,-5.0,2,-2,11,1,10,3,11,-11,-10
